# MLLE-PAM2 inh – inhibitors of microRNA-mediated deadenylation, human PABP1 MLLE binding; GST-MLLE / FITC-PAM2 fluorescence polarization; hit rate 0.36% among 360,000; inhibition, % at 20 µM; P11940; AID 588489; in the data active = inhibition above about 35%, passing the limit was not always enough;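 also: plate controls were DMSO wells with GST-MLLE for no effect and wells lacking GST-MLLE protein for full effect; some results filed as inactive read as strong as hits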
# DNMT1 block – DNMT1 (human) enzyme inhibition | inhibition (reported as % activation of signal), % at 10 µM | AID 588458 | hit rate 0.83% among 360,000 | DNMT1 molecular beacon, Hinp1I cleavage, fluorescence; in the data active = inhibition above about 50%
# STEP block – blocks human striatal-enriched tyrosine phosphatase; P54829; hit rate 0.25% among 360,000; recombinant STEP, OMFP fluorogenic substrate, fluorescence; inhibition, % at 20 µM;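 active = inhibition at 20 µM, scaled per plate between control wells, above about 37%, limit read from the data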;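 also: 0% = DMSO with enzyme and substrate and 100% = substrate only without enzyme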
# Target sequence (P54829 whole entry, looked up): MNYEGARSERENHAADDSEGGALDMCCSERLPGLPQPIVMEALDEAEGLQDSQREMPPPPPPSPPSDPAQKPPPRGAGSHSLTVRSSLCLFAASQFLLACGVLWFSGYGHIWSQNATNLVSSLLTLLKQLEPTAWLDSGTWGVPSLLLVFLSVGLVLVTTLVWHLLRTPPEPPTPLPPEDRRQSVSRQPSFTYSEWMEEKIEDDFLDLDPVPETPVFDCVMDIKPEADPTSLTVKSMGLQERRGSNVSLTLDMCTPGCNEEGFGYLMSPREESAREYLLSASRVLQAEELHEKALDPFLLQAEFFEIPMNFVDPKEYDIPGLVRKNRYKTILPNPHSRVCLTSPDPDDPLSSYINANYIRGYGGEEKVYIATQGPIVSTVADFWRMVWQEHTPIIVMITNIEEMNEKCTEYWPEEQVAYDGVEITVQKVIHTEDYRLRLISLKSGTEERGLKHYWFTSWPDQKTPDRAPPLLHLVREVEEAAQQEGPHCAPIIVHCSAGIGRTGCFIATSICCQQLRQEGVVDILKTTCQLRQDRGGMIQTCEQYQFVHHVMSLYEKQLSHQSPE
#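 Assay system: isolated STEP enzyme. Buffer or medium: pH 6.0 Bis-Tris with DTT and Tween 20. Also added: fluorogenic phosphatase substrate OMFP at 25 µM final. Dosing: 20 µM, 1% DMSO. Timing: 20 min reaction, room temperature, in the dark. Measured by: fluorescence intensity, excitation 480 nm, emission 540 nm. Evaluation: normalized % inhibition.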
# CSN inh – blocks human CSN-mediated cullin deneddylation. Q92905. Purified CSN, SCF-Nedd8-OG deneddylation, fluorescence polarization. inhibition, % at 12.5 µM. hit rate 0.38% among 360,000. AID 651999;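 active = pattern-corrected inhibition above about 35%, with an unprinted fluorescence ratio check between 0.5 and 1.5, limit read from the data, passing the limit was not always enough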;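 also: 0% = enzyme with substrate and 100% = substrate without enzyme; some results filed as inactive read as strong as hits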
#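 Schedule: reaction 90 min, room temperature / Assay system: HEK293T-derived human Csn5 enzyme / Input: Csn5 at 0.24 nM final / Measure: inhibition of Csn5 cleavage, % / Control set: substrate-only high control, full reaction low control / Technique: fluorescence polarization of the substrate / Buffer or medium: Tris/NaCl/DTT buffer, pH 7.5 / Reagent: SCFSkp2-Nedd8OG substrate at 10 nM final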
# SUMO1 PPI mod – modulators of human SUMO1-mediated protein-protein interactions. P63165. SUMO1 binding to a labelled peptide, TR-FRET, 1 h. inhibition, % at 20 µM. hit rate 0.33% among 360,000. AID 602429; in the data active = inhibition above about 37%
# Target sequence (P63165 whole entry, looked up): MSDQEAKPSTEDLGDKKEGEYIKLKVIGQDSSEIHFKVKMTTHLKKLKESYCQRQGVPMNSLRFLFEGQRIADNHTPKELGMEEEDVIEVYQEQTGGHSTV
# Scp1 inh – Scp-1 (human) phosphatase inhibition. inhibition, % at 20 µM. hit rate 0.88% among 340,000. Recombinant Scp1, phosphopeptide, malachite green phosphate absorbance;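 active = inhibition above about 50% at 20 µM, limit read from the data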;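 also: plate controls were DMSO wells with enzyme for no effect and wells lacking enzyme for full effect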
# Target sequence (Q9GZU7 76-261 limits assumed): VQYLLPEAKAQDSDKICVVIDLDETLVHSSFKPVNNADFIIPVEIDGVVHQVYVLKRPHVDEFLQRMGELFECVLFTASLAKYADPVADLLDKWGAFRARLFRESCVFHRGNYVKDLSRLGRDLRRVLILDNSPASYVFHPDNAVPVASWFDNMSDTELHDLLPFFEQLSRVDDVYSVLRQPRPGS
#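 Test system: SCP-1 phosphatase catalytic domain, residues 76-261 | Compound dosing: One concentration, 20 µM, with 1.0% DMSO | Schedule: 45 min room-temperature reaction, 5 min colour, 30 min stabiliser | Detection: Absorbance at 630 nm | Read-out basis: % inhibition of SCP-1 phosphate liberation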
# TbMetRS inhib – Trypanosoma brucei MetRS inhibition; AID 624268; hit rate 0.4% among 360,000; inhibition, % at 11.9 µM; purified T. brucei MetRS, ATP depletion, Kinase-Glo luminescence;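 active = inhibition above a per-plate cutoff of the control wells' mean inhibition plus 3 SD, cut at about 5.5% in these data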;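 also: 0% = DMSO wells median and 100% = median of wells with control inhibitor compound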
#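 Test system – parasite MetRS enzyme · Reagent – substrates ATP, L-methionine and bulk Escherichia coli tRNA · Doses – 11.9 µM compound single dose, 0.9% DMSO · Times – 15 min enzyme-compound preincubation, 2 h reaction, 10 min detection, 25 °C · Signal – Kinase-Glo luminescence, ATP depletion format · Controls – DMSO-only wells as low control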
# NadD inh – NadD (S. aureus) enzyme inhibition; purified NadD enzyme, colorimetric absorbance read-out; inhibition, % at 20 µM; hit rate 0.78% among 360,000; in the data active = inhibition above about 26%; also: some compounds past the cut are filed as inactive
# LMPTP block – LMPTP (human) inhibition | P24666 | recombinant LMPTP-A, OMFP fluorogenic substrate, fluorescence intensity | inhibition, % at 20 µM | hit rate 0.22% among 360,000 | AID 651560;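 active = compounds that cut the enzyme signal by at least half of the control window in the single-dose screen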;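 also: plate controls were DMSO wells with enzyme plus substrate for no effect and substrate without enzyme for full effect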
# Target sequence (P24666 whole entry, looked up): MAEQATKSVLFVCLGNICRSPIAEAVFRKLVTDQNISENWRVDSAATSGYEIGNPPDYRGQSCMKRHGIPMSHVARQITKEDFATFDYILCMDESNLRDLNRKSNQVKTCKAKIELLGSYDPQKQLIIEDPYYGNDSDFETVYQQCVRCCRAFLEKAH
#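 test system = LMPTP-A | amount = 0.625 nM LMPTP-A final | reagent = fluorogenic phosphatase substrate OMFP at 400 µM final | incubation = 50 min at room temperature | benchmarks = no-enzyme low control, uninhibited high control | medium = Bis-Tris pH 6.0, DTT, detergent | signal = fluorescence intensity of OMFP turnover product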
# Rpn11 block – Rpn11 (human) deubiquitinase inhibition. calls only at 20 µM. O00487. hit rate 0.59% among 360,000. human 26S proteasome, Ub4-pepOG fluorescence polarization; 20S core pre-blocked with epoxomicin;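 active = inhibition at 20 µM, scaled to each plate's controls, above about 33%, limit read from the data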
# * marks the source's active call; other numbers are inactive results; i = inactive; / = not tested or not shown. Rows were taken by chance. About 3.6% of those tested had a hit in this group.
SMILES,MLLE-PAM2 inh,DNMT1 block,STEP block,CSN inh,SUMO1 PPI mod,Scp1 inh,TbMetRS inhib,NadD inh,LMPTP block,Rpn11 block
CC(C)[C@H]1C=C(C(=O)O)O[C@@H](OCc2ccc(CO)cc2)C1,-5,5,2,-3,1,0,-0.2,0,-1.2,i
CC(=O)N/C(=C/c1ccc(OS(=O)(=O)c2ccc(C)cc2)cc1)C(=O)NCCO,-1,-5,-4,-3,-1,-12,-0.5,-3,-1.5,i
CCCCc1nc(Cl)c(C#N)c2c1CCC2,-9,1,1,3,2,-3,-0.4,-8,-0.6,i
Cc1ccc(S[C@@H](CCN2CC[C@H](C)CCC2=O)c2ccccc2)cc1,15,4,4,-2,10,-2,-0.4,-7,4.0,i
Cc1ccc(Cn2c(C3CCCN3c3nc(C)cs3)nc3cc(C(=O)NCCCO)ccc32)cc1 (centres undefined),13,5,-2,0,3,-6,-0.2,-2,0.2,i
CC1CCN(S(=O)(=O)N2CCCC(C(=O)NCc3ccccc3Cl)C2)CC1 (centres undefined),4,0,2,1,2,-5,-0.1,-4,0.0,i
Cc1cc(C)c2oc(=O)cc(CN3CCCCC3)c2c1,2,4,0,3,-3,13,-1.5,-4,-2.2,i
CCOC(=O)C1=C(C)N(CCCC(=O)O)C(=O)NC1c1ccc([N+](=O)[O-])cc1 (centres undefined),13,6,0,-4,-15,-1,0.2,2,-2.0,i
CN(CC(=O)Nc1cccc(F)c1)C(=O)c1ccc(S(=O)(=O)N2CCCC2)cc1,-12,0,-1,-2,-1,3,-0.3,-3,-0.5,i
CCn1c2ccccc2c2cc(/C=N/NC(=O)c3ccc(O)cc3)ccc21,4,-18,-2,2,3,-8,0.5,25,3.4,i
Oc1cccc(Nc2nc(-c3ccccc3Cl)nc3ccccc23)c1,-16,-21,-4,2,1,-4,0.2,-7,8.9,i
Cc1ccc(OCCCC(=O)NNC(=O)c2ccncc2)cc1,7,3,-2,1,2,0,-0.5,2,1.1,i
CCN(CC)CC(C(=O)N(CC)CC)P(=O)(c1ccccc1)c1ccccc1 (centres undefined),-18,3,-2,-2,2,-10,-0.5,6,1.4,i
O=S(=O)(c1ccc(Br)cc1)n1ccc2ccccc21,5,10,-13,6,2,-13,0.8,-9,1.8,i
O=C(NCCOc1ccc2ccccc2c1)c1cncc(Br)c1,-1,-1,1,5,2,-8,1.0,-2,1.8,i

# Profiles as entered above. Screens in order: MLLE-PAM2 inh | DNMT1 block | STEP block | CSN inh | SUMO1 PPI mod | Scp1 inh | TbMetRS inhib | NadD inh | LMPTP block | Rpn11 block
# `O=S(=O)(c1ccc(Br)cc1)n1ccc2ccccc21` as listed: 5 | 10 | -13 | 6 | 2 | -13 | 0.8 | -9 | 1.8 | i
# `Oc1cccc(Nc2nc(-c3ccccc3Cl)nc3ccccc23)c1` as listed: -16 | -21 | -4 | 2 | 1 | -4 | 0.2 | -7 | 8.9 | i
# `CCN(CC)CC(C(=O)N(CC)CC)P(=O)(c1ccccc1)c1ccccc1` (centres undefined) as listed: -18 | 3 | -2 | -2 | 2 | -10 | -0.5 | 6 | 1.4 | i
# `Cc1ccc(S[C@@H](CCN2CC[C@H](C)CCC2=O)c2ccccc2)cc1` as listed: 15 | 4 | 4 | -2 | 10 | -2 | -0.4 | -7 | 4.0 | i

# Next section:
SMILES,MLLE-PAM2 inh,DNMT1 block,STEP block,CSN inh,SUMO1 PPI mod,Scp1 inh,TbMetRS inhib,NadD inh,LMPTP block,Rpn11 block
NC(=O)c1c(NC(=O)Cn2cnc([N+](=O)[O-])n2)sc2c1CCCC2,0,-1,-4,1,-31,0,1.5,-5,0.0,i
Cc1ccc(C)c(NC(=O)CCC(=O)N2CCOc3ccccc32)c1,-10,4,-5,2,-1,-14,-0.7,-6,-1.2,i
O=S(=O)(c1ccc(Cl)cc1)N1CCN2CCCC2C1 (centres undefined),-17,-7,-2,4,-1,-4,-0.1,-4,-1.0,i
O=C(/C=C/c1ccccc1)NC(=S)Nc1ccc2c3c(cccc13)CC2,18,43,1,-8,-2,-9,-0.4,7,-1.1,i
COc1ccc(C(=O)Nc2c(C)cc(C)cc2C)cc1OC,-7,2,2,1,0,-2,-0.2,0,0.1,i
Cc1ccc(-n2nc3c(c2NC(=O)c2cccs2)CSC3)cc1,26,7,2,9,3,-4,-0.9,56*,1.0,i
COc1ccc(/C=N/NC(=O)c2ccoc2C)cc1O,4,3,0,-4,-7,-5,-0.9,-2,0.6,i
CC(C)CC(=O)Nc1ccc(C(=O)Nc2cccc(O)c2)cc1,-7,3,1,6,-7,0,-0.9,-10,-0.8,i
Cc1ccc(N2C(=O)N(CC(=O)Nc3ccc(C)c(C)c3)C(=O)C2C)cc1 (centres undefined),-1,0,-2,1,3,1,-0.7,-5,0.3,i
CC1CCN(S(=O)(=O)c2ccc(N=NC3=C(O)CC(C)(C)CC3=O)cc2)CC1,10,8,1,2,-19,-3,-0.9,2,-2.4,i
CC(C)(Oc1cccc2ccccc12)C(=O)O,4,0,0,7,-3,-6,-0.8,-5,-0.7,i
Cc1cc(OCC(=O)NC2CCCCC2)ccc1Cl,6,-3,0,-1,-2,-1,-0.2,-6,-1.2,i
O=S(=O)(c1ccccc1)c1cnn2c(C(F)(F)F)cc(-c3ccc(F)cc3)nc12,18,6,-3,-1,16,-4,-1.1,-3,-2.2,i
CC(C)C[C@H]1CNC(=S)N1CC1CCCN1C[C@H](CC(C)C)N1C[C@H](Cc2ccc(O)cc2)N(CC2CCCCCC2)C1=S (some centres undefined),19,-4,-1,3,1,18,0.0,24,1.2,i
Cc1c(C(=O)NCc2ccc(F)cc2)sc(=O)n1Cc1ccc(Cl)c(Cl)c1,-15,-12,-2,-3,-8,/,0.9,-8,3.3,i
O=C(OCC(=O)N1CCCC1)c1ccc(Cl)c([N+](=O)[O-])c1,-7,1,-3,7,-27,-3,0.2,-9,-1.4,i
CC1CN(C(=O)COC(=O)COc2ccc(C#N)cc2)CC(C)O1 (centres undefined),-5,1,-2,1,3,-4,-0.1,2,-0.4,i
COc1cc(OC)c(S(=O)(=O)Nc2ccc(C)cn2)cc1NC(C)=O,5,4,0,-2,3,-2,0.4,-1,-1.9,i
CC1=C(C(=O)OCc2ccccc2)C(c2ccccc2[N+](=O)[O-])NC(=O)N1C (centres undefined),34,-2,-1,0,0,-6,-0.4,-4,1.3,i
COc1ccc(CCC(=O)NNC(=O)c2ccccn2)cc1OC,0,-5,-1,-2,-2,-13,-0.3,0,-1.9,i
O=C1OC(c2ccccc2)(c2ccc(O)cc2)c2ccccc21 (centres undefined),-7,-6,0,0,4,-8,-0.3,-5,1.9,i
C/C(=N\Nc1nc2ccccc2[nH]1)c1ccc2c(c1)OCCO2,-3,0,7,6,-4,-5,2.6,-5,2.4,i
COc1ccc(C(=O)NCC2(c3ccccc3)CCCC2)c(OC)c1,-7,-3,3,-1,2,-19,-0.7,-4,4.0,i
Cc1ccc(NC(=O)C2CCCN(S(=O)(=O)c3ccc4[nH]c(=O)ccc4c3)C2)cc1C (centres undefined),-11,2,-2,-2,3,0,2.0,10,1.5,i
CC1CN(C(=O)COC(=O)c2cc([N+](=O)[O-])ccc2Cl)CC(C)O1 (centres undefined),-4,-3,-1,5,-23,-8,-0.6,-7,0.0,i
COc1ccc(OC)c(NC(=O)CCN2CCN(c3ccccc3OC)CC2)c1,12,0,-3,2,2,-6,-0.8,-8,-0.2,i
Cc1nn(-c2nc3ccccc3n2Cc2ccccc2)c2c1C(=O)CC(C)(C)C2,-2,-1,1,2,4,0,-1.1,-1,2.8,i
O=C(CN(C(=O)Cn1nnc(-c2cccs2)n1)c1ccc2c(c1)OCCO2)NCc1ccccc1,-15,0,-1,-1,1,-16,-0.7,-7,0.4,i
Cc1ccc(N(CC(O)CN(C)C)S(=O)(=O)c2ccccc2)cc1 (centres undefined),-1,1,-3,1,-2,-7,-1.2,-8,-0.9,i
CNc1nc(NCCOc2ccccc2Cl)c2sccc2n1,2,-5,2,2,2,/,0.3,-6,39,i
CSc1nc(-c2ccc(Cl)cc2)nn1C(=O)c1ccccc1,-3,3,2,1,1,-21,0.5,-3,-0.6,i
CCOC(=O)c1sc(=N)n(-c2ccc(OC)cc2)c1C,-1,6,0,4,0,6,-1.2,2,-0.7,i
OCC1(Cc2ccccc2C(F)(F)F)CCN(Cc2ccncc2)CC1,-7,0,-1,-6,-2,-12,0.2,-1,-2.1,i
CCc1ccc(CN(C)Cc2nc(Cc3ccc(OC)c(OC)c3)no2)nc1,12,-1,0,2,-1,-7,-0.8,-1,-0.4,i
CCOC(=O)c1cc(-c2ccco2)nc2c1c(C)nn2-c1ccccc1,-2,0,2,11,1,-5,-0.5,33*,1.9,i
O=C(NCc1ccc2c(c1)OCO2)c1ccc(Cl)c(S(=O)(=O)NCc2ccccc2)c1,-5,-4,-1,1,1,-5,0.6,-2,1.0,i
COc1ccc(CNCc2c(O)c(Cl)cc3c(C)c(C)c(=O)oc23)c(OC)c1,-12,-1,-4,-1,-12,-12,-0.1,-4,-0.9,i
Cc1ccccc1NS(=O)(=O)c1cc(C(N)=O)ccc1C,1,-1,0,-1,0,-5,-0.3,-5,-1.9,i
COc1cc(OC)c(OC)cc1CN1CCN(Cc2cccn2C)CC1,-4,-14,0,-10,0,-9,-0.5,-4,-3.5,i
Cc1cc(C)c(C(=O)NC2CCCc3c2cnn3-c2ccc(C)c(C)c2)c(=O)[nH]1 (centres undefined),-4,3,-1,1,0,3,-0.6,1,-0.5,i
CCOC(=O)C1=C[C@@H](CC)N(S(=O)(=O)c2ccc(C)cc2)[C@H]1c1cccs1,7,-4,3,0,5,/,-0.7,-10,2.0,i
CCOC(=O)[C@@H]1[C@H]2COc3ccccc3[C@@H]2N2C(=O)N(c3ccc(C(F)(F)F)cc3)C(=O)[C@]12C,-4,6,0,0,2,-18,-0.3,-7,-0.4,i
O=C([C@H](Cc1ccccc1)NS(=O)(=O)c1ccc(Cl)cc1)N1CC[C@@]2(O)CCCC[C@H]2C1,11,-5,2,2,1,-2,-1.4,-3,-0.1,i
COc1ccccc1CN1CC(C(=O)N2CCN(c3ccc(F)cc3)CC2)CC1=O (centres undefined),10,3,2,-1,1,-5,-0.1,3,-1.9,i

# Screening data from PubChem BioAssay.
